5HT1a ag: activates the human 5-HT1a serotonin receptor; CHO 5-HT1a Ga15 NFAT-bla reporter, FRET ratio; 0% basal, 100% maximal reference agonist; 0.56% of 65,000 active; activation, % at 10 µM; P08908;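 active means activation above the screen-wide mean activation plus 3 SD, cut at about 19% in these data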;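 further: 0% = DMSO wells and 100% = 5-CT at EC100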
Target sequence (P08908 whole entry, looked up): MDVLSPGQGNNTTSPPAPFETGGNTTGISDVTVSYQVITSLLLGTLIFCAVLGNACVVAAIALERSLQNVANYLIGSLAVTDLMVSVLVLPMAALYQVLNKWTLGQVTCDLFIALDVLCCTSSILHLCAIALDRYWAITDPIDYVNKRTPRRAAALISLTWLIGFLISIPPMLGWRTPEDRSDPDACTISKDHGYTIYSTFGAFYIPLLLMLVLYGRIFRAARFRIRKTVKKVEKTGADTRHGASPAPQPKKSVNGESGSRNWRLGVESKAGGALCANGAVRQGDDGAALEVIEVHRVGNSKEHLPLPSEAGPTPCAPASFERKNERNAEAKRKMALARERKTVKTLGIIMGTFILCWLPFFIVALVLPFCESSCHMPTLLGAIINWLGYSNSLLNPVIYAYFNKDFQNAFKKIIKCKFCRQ
Cdc25B block: inhibitors of human Cdc25B phosphatase; P30305; recombinant Cdc25B, OMFP fluorescence Ex485/Em525; inhibition, %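 (compounds tested at 10 µM final in the well)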; 0.1% of 65,000 active; AID 368; in the data active means inhibition above about 50%
Target sequence (P30305 whole entry, looked up): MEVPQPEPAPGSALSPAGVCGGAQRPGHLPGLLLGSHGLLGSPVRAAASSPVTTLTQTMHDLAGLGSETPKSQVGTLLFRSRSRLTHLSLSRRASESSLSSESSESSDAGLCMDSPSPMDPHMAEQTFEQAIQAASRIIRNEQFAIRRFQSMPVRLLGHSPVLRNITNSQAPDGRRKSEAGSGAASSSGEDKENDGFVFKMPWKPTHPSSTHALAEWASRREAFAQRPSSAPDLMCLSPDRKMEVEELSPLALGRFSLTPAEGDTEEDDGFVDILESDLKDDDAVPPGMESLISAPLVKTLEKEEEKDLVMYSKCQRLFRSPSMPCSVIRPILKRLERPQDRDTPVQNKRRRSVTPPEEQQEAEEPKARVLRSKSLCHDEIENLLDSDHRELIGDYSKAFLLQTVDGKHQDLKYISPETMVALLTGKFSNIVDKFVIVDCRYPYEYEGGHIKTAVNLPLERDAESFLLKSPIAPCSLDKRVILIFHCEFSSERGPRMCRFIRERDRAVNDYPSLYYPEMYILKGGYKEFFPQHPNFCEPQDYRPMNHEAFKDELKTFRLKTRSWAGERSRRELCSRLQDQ
MKP-1 inh: blocks human MKP-1 phosphatase activity. P28562. recombinant MKP-1, OMFP hydrolysis fluorescence. inhibition, %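 (compounds tested at a single concentration somewhere between 10 and 100 µM)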. 0.15% of 65,000 active;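 active means inhibition above about 50%, limit read from the data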;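 further: 0% = DMSO max control wells and 100% = wells with enzyme stopped by NaOH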
Hsp90 inh: displaces geldanamycin probe from tumor Hsp90; P07900; NCI-N417 lysate Hsp90, Cy3B-geldanamycin FP displacement; inhibition, % at 30 µM; 0.35% of 64,000 active;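 active means inhibition above 50%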;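 further: 0% = tracer plus lysate wells and 100% = tracer alone without lysate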
CatL block: inhibitors of human cathepsin L | inhibition, %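 (tested at 10 µM)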 | 0.17% of 58,000 active | purified cathepsin L, fluorogenic substrate, fluorescence | P07711; in the data active means inhibition above about 45%;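 further: 0% = enzyme with no compound and 100% = no enzyme blank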
FXIa inh mix: factor XIa (human) inhibition, mixture screen; 0.19% of 62,000 active; P03951; purified FXIa, fluorogenic substrate, pooled mixtures; inhibition, % at 5 µM;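 further: each value is inhibition by a whole ten-compound pool holding the compound; 0% = enzyme with no mixture and 100% = wells lacking enzyme; strong numbers were not always called active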
C1s inh: blocks human complement C1s protease activity; P09871; purified C1s, fluorogenic AMC substrate, pooled mixtures; mean inhibition % of two 10-compound mixtures (hits give high values), % at 5 µM (by protocol); 0.16% of 62,000 active; AID 538;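 active means inhibition above 20% in each of the two 10-compound mixture wells holding the compound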;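 further: 0% = enzyme wells lacking compound mixture and 100% = no-enzyme blank wells; some compounds called inactive have numbers as strong as hits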
CatG inh: cathepsin G (human) inhibition | purified enzyme, AMC-tetrapeptide fluorescence, pooled mixtures | inhibition, % at 5 µM (by protocol) | 0.2% of 62,000 active;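 active means inhibition above 20% in each of the two mixture wells holding the compound; inactive means inhibition of 20% or less in either well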;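 further: 0% = enzyme control without mixture and 100% = blank lacking enzyme; strong numbers were not always called active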
FXIIa inh mix: factor XIIa (human) inhibition, mixture screen; inhibition, % at 5 µM; purified FXIIa, fluorogenic substrate, pooled mixtures; AID 684; 0.2% of 62,000 active;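 further: 0% = enzyme without compound and 100% = no enzyme blank; some results filed as inactive read as strong as hits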
An asterisk follows results filed as active; . = not tested or not shown. Unless noted, no stated cut-off is given here; in the data, active means inhibition above about 20% (passing the limit was not always enough); inactive means the rest.

SMILES	5HT1a ag	Cdc25B block	MKP-1 inh	Hsp90 inh	CatL block	FXIa inh mix	C1s inh	CatG inh	FXIIa inh mix
COC(=O)c1cc2oc(C)cc2n1CC(=O)Nc1ccc(C)c(C)c1	2.7	-7	1	-8	-4	0	-1	9	8
CCN(CC)CCCn1c(C)cc2c(c1=O)C(c1cc(OC)c(OC)cc1OC)C(C#N)=C(N)O2 (configuration not stated)	-0.4	0	-18	-2	8	5	-1	-5	-16
CCc1nc2sc3c(c2c(=O)n1N)CCC3	1.6	2	18	-3	4	10	-1	5	4
CCOC(=O)COn1c(=O)c(-c2cccs2)[n+]([O-])c2ccccc21	0.1	8	3	0	11	19	17	22	-21
O=C(Cc1c[nH]c2ccccc12)Nc1nc2ccccc2[nH]1	-2.0	7	25	-5	21	-3	-31	5	3
N#Cc1sc2nc3c(c(-c4ccco4)c2c1N)CCCC3	-2.4	6	-6	-6	-5	9	17	11	3
O=c1c(C(c2nnnn2C2CCCCC2)N2CCCCC2)coc2ccc(Cl)cc12 (configuration not stated)	-3.6	7	5	-3	-9	3	-2	0	7
CCCn1c(NCc2cc(C)ccc2O)nc2ccccc21	.	-7	-14	3	-3	0	-19	3	3
COc1ccc2[nH]c3ccccc3c2c1	-3.1	8	3	0	16	13	6	11	12
COc1ccc(N2CCN(C(=O)CCNS(=O)(=O)c3ccc(Br)s3)CC2)cc1	-1.0	2	-2	-1	6	-10	-48	9	-2
COc1ccc(C)cc1N(CC(N)=O)S(=O)(=O)c1ccc(C)cc1	-0.2	-4	8	46	6	-24	-164	-12	2
COC(=O)Cc1cnc(NC(=O)C2C3CCC(C3)C2C(=O)O)s1 (configuration not stated)	-0.9	-12	8	-10	-3	-5	-34	-4	3
CCOC(=O)C1(Cc2ccccc2)NC(c2ccccc2F)C2C(=O)N(CC)C(=O)C21 (configuration not stated)	0.8	2	-14	1	-1	-2	-12	-7	1
COc1ccc(-n2c(=O)cc(N3CCN(c4ccccc4)CC3)[nH]c2=O)cc1	-0.7	-9	11	-3	8	2	-1	0	6
CC1(C)CC(=O)C2=C(C1)NC(=O)CC2c1cc(F)ccc1F (configuration not stated)	-4.1	-12	0	-2	-4	53	-23	21	7
[O-]/[N+](=C\c1ccc(OC(F)F)cc1)c1ccccc1	2.8	73*	65*	2	3	-7	-36	6	5
CCOC(=O)CCN(Cc1cccs1)S(=O)(=O)c1ccc(F)cc1	-4.1	-6	33	-6	5	3	7	8	2
O=C(C1CCCN1C(=O)c1cccs1)N1CCc2ccccc21 (configuration not stated)	-1.9	-4	-8	-10	16	0	-3	10	4
O=C(Cn1nc(C(F)(F)F)c2c1CCCCC2)N1CCOCC1	0.2	11	9	-3	-5	2	4	9	1
CCc1ccc2c(c1)CCCN2C(=O)c1ccccc1C(=O)O	-3.1	9	-10	-4	-4	2	-21	-4	19
O=C(CCN1C(=O)c2ccccc2S1(=O)=O)N1CCN(c2ccccc2)CC1	-1.0	-6	8	-3	2	2	-35	-9	6
CC1=C(C(=O)OC(C)C)C(c2c(O)ccc3ccccc23)NC(=O)N1 (configuration not stated)	0.4	-6	5	0	5	3	-1	2	7
COc1ccc(C(=O)NCc2cn3c(C)csc3n2)cc1OC	-2.5	-4	-5	-3	.	.	.	.	.
CCOC(=O)N1CCC(NC(=O)c2ccc3c(c2)sc2nc(-c4ccc(OC)cc4)cn23)CC1	-4.2	10	28	1	-3	1	-3	8	-4
O=C(O)C1C2C=CC(C2)C1C(=O)Nc1ccc(C(=O)N2CCCCC2)c(Cl)c1 (configuration not stated)	0.0	-2	7	2	-1	4	-27	-13	-22
CCOc1nc(Nc2ccc(-c3nc4ccccc4o3)cc2)nc(N2CCOCC2)n1	-0.1	0	42	2	-38	-1	-15	3	6
C=CCn1c(C)cc(C(=O)COc2ncnc3sccc23)c1C	-1.6	5	-8	-11	5	4	-4	9	4
Cc1oc2c(O)c(O)ccc2c(=O)c1-c1cnn(-c2ccccc2)c1	.	-3	14	.	.	5	2	-3	8
Cn1cc(S(=O)(=O)CC(=O)Nc2ccc(Br)cc2)c2ccccc21	-1.9	-8	-1	-2	.	2	-3	2	12
N#CC1=C(N)NC(SCC(=O)O)=C(C#N)C12CCCC2	-0.3	2	-9	-16	12	8	2	8	-1
COc1ccc(-c2nc(NC(=O)c3cc(C(C)(C)C)nn3C)sc2C)cc1	1.3	-3	-18	1	20	-3	-3	7	2
C=CCOC(=O)CC(NC(=O)c1ccccc1)c1ccccc1 (configuration not stated)	1.9	-14	-4	1	14	10	4	6	12
Cc1noc(C)c1C(=O)NC1CCCc2ccccc21 (configuration not stated)	-0.3	-3	3	-5	7	6	14	9	-6
O=S(=O)(c1cccc(-c2nc3n(n2)Cc2ccccc2-3)c1)N1CCCC1	-0.6	6	6	1	.	6	18	11	8
CCN1C(=O)C2(C(C#N)=C(N)Oc3n[nH]c(COC)c32)c2ccccc21 (configuration not stated)	-2.0	-5	-1	-6	3	8	-4	1	1
Cc1nc(N2CCC(C)CC2)c2oc3ccccc3c2n1	0.6	.	.	.	-11	2	-32	2	7
Cc1ccc(NC(=O)N2CCC(C(=O)NCc3ccccc3)CC2)cc1	-2.9	6	-19	-1	18	-4	-3	5	2
C=CCn1c(=O)c2ccccc2n2c(SCC(=O)NCc3cccs3)nnc12	2.2	8	18	-2	11	-1	15	10	1
CCCCC(=O)NCCNc1nc2c(c(=O)n(C)c(=O)n2C)n1Cc1ccc(F)cc1	0.7	-19	-17	0	5	0	1	8	4
CCOC(=O)c1oc2ccccc2c1NC(=O)c1cc(OC)cc(OC)c1	-3.6	-4	25	0	15	5	5	12	6
COc1cc(-c2nn3c(Cc4ccccc4)nnc3s2)cc(OC)c1OC	-0.3	6	14	4	1	-3	-14	-4	2
COc1ccc(-c2nnc(SCC(=O)/C(C#N)=C(\C)N)o2)cc1	-0.7	3	4	3	-5	5	0	6	-3
COc1ccc(Nc2nc(N)nc(SCc3nnc(C)s3)n2)cc1	-0.3	-18	12	-1	11	5	-10	0	3
Cc1ccccc1NS(=O)(=O)c1ccc(F)cc1	-0.4	16	0	-4	2	1	4	10	-12
COc1cccc(-c2nnc(SCC(=O)Nc3cc(C)ccc3OC)n2N)c1	-1.1	-21	-24	-3	-23	7	12	9	9
COCCNC(=O)C(C)OC(=O)c1cc2occc2n1C (configuration not stated)	-1.6	-2	9	-2	25	-2	6	4	7
CCOC(=O)c1ccccc1NC(=O)c1cn(CC)c2nc(C)ccc2c1=O	-2.0	0	14	2	-2	10	11	10	0
Cc1ccc2nc(N3CCOCC3)c3nncn3c2c1	-1.1	-10	5	-1	.	5	12	8	3
COC(=O)COc1ccc(S(=O)(=O)Nc2ccccc2C(=O)OC)cc1	-4.9	0	3	-3	-5	8	-7	8	5
Cc1cc(NC(=O)COn2nnc3ccc(Cl)cc32)no1	-4.1	-14	6	.	-12	7	-4	-2	9
N#Cc1nc(COc2ccc(Cl)cc2Cl)oc1N1CCOCC1	0.4	-13	-19	-1	6	0	3	8	-16
COCCN1C(=O)c2oc3ccccc3c(=O)c2C1c1ccc(O)c(OC)c1 (configuration not stated)	-1.0	2	3	-2	10	-3	0	11	1
O=C(Nc1ccc2c(c1)OCO2)N1CCN(S(=O)(=O)c2ccc(Cl)cc2)CC1	-3.4	-5	4	2	25	-2	-3	9	9
CCN(CC)CCCNC(CC(=O)O)C(=O)O (configuration not stated)	-3.6	-9	9	4	3	2	-18	-2	6
O=C(NCc1cccnc1)c1cc(-c2ccccc2)on1	-0.5	-5	-11	-4	-2	10	2	6	-11
COc1cccc(-n2nnnc2SCC(=O)c2cc(OC)ccc2OC)c1	-4.0	10	-5	2	-38	11	-2	0	1
O=C(NCc1ccco1)C(c1cccnc1)N(C(=O)Cn1nnc2ccccc21)c1ccccc1 (configuration not stated)	0.0	-2	29	-7	-6	4	-7	10	5
COc1cc(C2C3=C(Nc4ncnn42)c2ccccc2CC3)cc(OC)c1OC (configuration not stated)	-0.6	7	15	11	.	6	17	9	2
Cc1ccc(CNc2cc(-c3nn4c(C)nnc4s3)ccc2C)s1	2.3	-10	-1	-9	-79	0	1	10	-14
COC(=O)C1=C(C)N=C2SCCC(=O)N2C1c1ccc(C(=O)OC)cc1 (configuration not stated)	-2.5	-6	7	0	-9	-6	-3	6	-1

Structural class, the compounds so far containing two or more sulfur atoms (5)
SMILES	5HT1a ag	Cdc25B block	MKP-1 inh	Hsp90 inh	CatL block	FXIa inh mix	C1s inh	CatG inh	FXIIa inh mix
COc1ccc(N2CCN(C(=O)CCNS(=O)(=O)c3ccc(Br)s3)CC2)cc1	-1.0	2	-2	-1	6	-10	-48	9	-2
CCOC(=O)CCN(Cc1cccs1)S(=O)(=O)c1ccc(F)cc1	-4.1	-6	33	-6	5	3	7	8	2
C=CCn1c(=O)c2ccccc2n2c(SCC(=O)NCc3cccs3)nnc12	2.2	8	18	-2	11	-1	15	10	1
COc1ccc(Nc2nc(N)nc(SCc3nnc(C)s3)n2)cc1	-0.3	-18	12	-1	11	5	-10	0	3
Cc1ccc(CNc2cc(-c3nn4c(C)nnc4s3)ccc2C)s1	2.3	-10	-1	-9	-79	0	1	10	-14

(further entries)
SMILES	5HT1a ag	Cdc25B block	MKP-1 inh	Hsp90 inh	CatL block	FXIa inh mix	C1s inh	CatG inh	FXIIa inh mix
Cn1c(SCC(=O)Nc2ccc(F)cc2)nnc1-c1cccnc1	-4.4	-1	8	-3	8	-2	3	-4	-17
COC(=O)c1c(C)[nH]c(C(=O)COC(=O)Cc2ccc3c(c2)OCCO3)c1C	-3.6	-3	12	-3	.	-4	-7	6	7
Cn1c(CNc2ccccn2)c(C#N)c2ccccc21	-3.5	-1	11	4	.	.	.	.	.
COc1ccc(C2C(C(N)=O)=C(C)Nc3nc(-c4ccccc4Cl)nn32)c(OC)c1 (configuration not stated)	3.4	-26	-4	1	-4	9	18	12	3
CCN(CC)C(=O)C1CCCN(Cc2ccc(N(C)C)cc2)C1 (configuration not stated)	-0.7	-12	1	-3	-4	4	15	12	5
O=C(NCc1ccc2c(c1)OCO2)C1CCCN1C(=O)Nc1ccc(F)cc1 (configuration not stated)	-0.7	-2	-5	0	15	-2	1	7	5
O=C1CCc2nc3sc4c(c3c(=O)n2N1)CCCC4	-0.2	-6	-1	0	-1	5	1	0	6
COC(=O)c1c(NC(=O)c2ccoc2C)sc2c1CCC2	-1.9	2	23	-8	-12	-10	-27	-7	11
Cc1ccc2nc(N3CCC(C(=O)O)CC3)nc(-c3ccccc3)c2c1	-2.1	10	0	-6	-4	8	-6	4	-1
O=C(NCCC1=CCCCC1)C1CCCN(S(=O)(=O)c2cccnc2)C1 (configuration not stated)	-1.4	-2	10	-2	.	3	-36	-7	8
CCOc1ccc(CN(CCO)CCO)cc1C(=O)OC	-3.1	-10	0	2	1	10	-31	-1	2
O=C(CSc1oc(-c2ccco2)nc1S(=O)(=O)c1ccccc1)NCC1CCCO1 (configuration not stated)	0.5	-1	-3	-20	16	-2	4	10	2
CC(C)(C)OC(=O)N1CCC(C(N)=O)CC1	3.0	-4	-4	-3	.	4	-2	0	3
COC(=O)C(C#N)c1nc2ccccc2nc1N1CCN(Cc2ccc3c(c2)OCO3)CC1 (configuration not stated)	-2.0	-4	-29	-3	24	1	-5	-2	-19
COc1cc(NC(=O)c2ccco2)ccc1NC(=O)c1ccccc1Cl	0.5	-14	-5	-2	19	3	18	10	3
Cc1csc(NC(=O)CSc2nnc(Cc3cccn3C)n2-c2ccc(F)cc2)n1	0.2	-4	0	-3	19	-8	-18	-14	3
CCOC(=O)N1CCC(NC(=O)c2cc3sccc3n2CC)CC1	-4.0	-26	-5	-1	-1	-7	0	9	3
Cn1c(=O)c2c(ncn2CC(O)CNc2ccc(Cl)cc2)n(C)c1=O (configuration not stated)	-0.8	-10	16	-8	9	-8	-27	-1	2

Source: PubChem (several laboratories)
